TbPYK inhibitor: blocks Trypanosoma brucei pyruvate kinase; Q57TT1; Potency, µM (highest dose often 76.8 µM), inactives show top-dose activity, negative = inhibition, actives largely listed as inhibitors; AID 624173; TbPYK enzyme, Kinase-Glo Plus ATP luminescence, 45 min; hit rate 0.12% among 410,000; further: potency means the concentration at half of the fitted maximal effect; on the % scale 0 is the no-effect control and ±100 the full control effect; nearly all actives have a fitted effect of over 50% in size
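T. brucei PYK with substrate was exposed to pin-transferred compounds across a concentration series, then started with 130 uM ADP (final). After 45 min at room temperature, Kinase-Glo Plus luminescence was read, normalized and curve-fitted.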
Pf growth 48h: inhibits P. falciparum growth in the first generation, 48 h; P. falciparum luciferase growth in erythrocytes, 48 h; Potency, µM (titrated, usually from 28.7 µM), for the others: top-dose activity change, negative = inhibition, usual class: inhibitors; hit rate 5.9% among 310,000; further: potency means the concentration at half of the fitted maximal effect; on the % scale 0 is the no-effect control and ±100 the full control effect
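First compound was added to culture medium, then infected red cells at 0.1% parasitemia and 2% hematocrit (final). After incubation at 37 C under 5% CO2, luciferase detection reagent was dispensed and light output recorded.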
LmPK inh: LmPK (Leishmania mexicana) enzyme inhibition. purified LmPK, Kinase-Glo ATP luminescence, 1 h. Potency, µM (doses to about 57.5 µM), for the others: at the highest dose activity change, negative = inhibition, usual class: inhibitors. Q27686. hit rate 0.37% among 290,000. AID 1721; further: potency means the concentration at half of the fitted maximal effect; on the % scale 0 is the no-effect control and ±100 the full control effect
Target sequence (Q27686 whole entry, looked up): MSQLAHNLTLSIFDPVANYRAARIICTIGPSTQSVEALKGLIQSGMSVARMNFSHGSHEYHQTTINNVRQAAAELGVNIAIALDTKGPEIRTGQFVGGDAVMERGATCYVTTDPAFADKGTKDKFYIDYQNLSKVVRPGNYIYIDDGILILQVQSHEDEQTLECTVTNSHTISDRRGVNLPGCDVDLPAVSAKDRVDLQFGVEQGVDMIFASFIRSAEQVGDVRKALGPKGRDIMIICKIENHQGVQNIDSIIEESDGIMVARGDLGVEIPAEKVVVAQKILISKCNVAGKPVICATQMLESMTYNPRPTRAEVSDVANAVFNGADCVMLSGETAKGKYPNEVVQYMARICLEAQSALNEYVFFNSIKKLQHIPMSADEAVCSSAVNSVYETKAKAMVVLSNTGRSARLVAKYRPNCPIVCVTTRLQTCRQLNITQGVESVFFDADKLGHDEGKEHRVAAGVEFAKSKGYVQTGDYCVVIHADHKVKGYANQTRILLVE
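In 50 mM imidazole pH 7.2 with 7 mM MgCl2, LmPK (0.1 nM) turned over PEP (0.5 mM) and ADP (0.1 mM) for 1 h at room temperature. Luciferase read-out of ATP.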
Cycloheximide cs: counter-screen hit for Shiga toxin inhibitors, cycloheximide. hit rate 12% among 300,000. max response, %. cell reporter, cycloheximide protein synthesis inhibition counterscreen. AID 2314; in the data active means max response mostly above about 13%, no sharp cut-off; inactive means mostly below about 14%; further: read at 38.3 µM for the half of the compounds with a filed dose; 0% is about no effect
Shiga inhibitor: inhibitors of Shiga toxin in Vero cells; inhibition, % at 38.7 µM; hit rate 9.2% among 290,000; Vero cells, Shiga toxin protein synthesis inhibition reporter; in the data active means inhibition mostly above about 28%, no sharp cut-off; inactive means mostly below about 43%; further: 0% is about no effect
AMA1 RON2 block: AMA1-RON2 (P. falciparum) interaction inhibition; Potency, µM (series often up to 58.2 µM), inactives show at the top dose activity change, negative = inhibition, usual class: inhibitors; hit rate 0.2% among 360,000; AlphaScreen AMA1-biotinylated RON2 peptide binding; AID 720542;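 further: potency means the concentration at half of the fitted maximal effect; 0% = vehicle wells and -100% = peptide control; nearly all actives have a fitted effect of over 45% in size; some results filed as inactive show a strong effect at the top dose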
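AMA1 (3D7) with his tag at 25 nM final met compounds first, then biotinylated RON2 peptide at 25 nM; detection used donor plus acceptor beads, 10 µg/mL apiece, read by AlphaScreen after 30 min at room temperature.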
Pf growth 96h: P. falciparum growth inhibition at 96 hour, primary screen for plastid delayed-death inhibitors | hit rate 6.9% among 320,000 | Potency, µM (top dose mostly 28.7 µM), for inactives: at the highest dose activity change, negative = inhibition, usual class: inhibitors | P. falciparum luciferase reporter growth, 96 h; further: potency means the concentration at half of the fitted maximal effect; on the % scale 0 is the no-effect control and ±100 the full control effect
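Two-generation exposure (96 h) targets delayed-death phenotype. Reporter parasites carrying integrated firefly luciferase, in red cells at 2% hematocrit and 0.05% parasitemia final, kept at 37 C, 5% CO2; luminescence loss indicates inhibition.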
The depositor's hits bear a star; & = joins results of further samples; [ ] = dose if it differs, or a comment. Unless noted, the call rests on the fitted dose curve; in most records, active means well fitted curve in the direction sought with a large enough effect; inconclusive means small, poorly fitted or top-dose-only effect, or another doubt; inactive means no such curve, though single readings can be large; an effect the other way counts as inactive or inconclusive. The order is random; about 21% have a hit in one of these screens.

How did CCCn1nnnc1NCc1ccc(F)cc1 do in these assays?
TbPYK inhibitor: 5%; Pf growth 48h: 19%; LmPK inh: 3%; Cycloheximide cs: -1; Shiga inhibitor: 7; AMA1 RON2 block: -5%; Pf growth 96h: -7%

What do the screens show for `CO/N=C(\C(=O)N[C@@H]1C(=O)N2C(C(=O)O)=C(COC(N)=O)CS[C@H]12)c1ccco1`?
TbPYK inhibitor: 6%; Pf growth 48h: -17%; LmPK inh: 13%; Cycloheximide cs: -2; Shiga inhibitor: -14; AMA1 RON2 block: 18%; Pf growth 96h: -2%

What do the screens show for `CC(=O)N1c2ccc(S(=O)(=O)N3CCC(C(=O)Nc4ccc(C)cn4)CC3)cc2CC1C` (configuration not stated)?
TbPYK inhibitor: 2%; Pf growth 48h: inconclusive; LmPK inh: 3%; Cycloheximide cs: -4; Shiga inhibitor: -9; AMA1 RON2 block: -3%; Pf growth 96h: inconclusive

What do the screens show for `O=C1C=C(c2ccccc2)C(O)(c2ccccc2)C1` (configuration not stated)?
TbPYK inhibitor: -2%; Pf growth 48h: 60%[activator]; LmPK inh: 4%; Cycloheximide cs: 1; Shiga inhibitor: -7; AMA1 RON2 block: 3%; Pf growth 96h: 9%

How did COc1ccccc1N(Cc1ccccc1)S(=O)(=O)c1cccc(C(=O)NCC2CCCO2)c1 (configuration not stated) do in these assays?
TbPYK inhibitor: -22%; Pf growth 48h: inconclusive; AMA1 RON2 block: -9%; Pf growth 96h: inconclusive

Results for C/C(=N\NC(=O)c1cccc(N/N=C(\C)c2ccccc2)c1)c1ccccc1 ?
TbPYK inhibitor: -4%; Pf growth 48h: inconclusive; LmPK inh: -12%; Cycloheximide cs: 72*; Shiga inhibitor: 144*; AMA1 RON2 block: 23%; Pf growth 96h: -1%

Results for COCCCNC(=O)c1cc(S(=O)(=O)N2CCOCC2)ccc1SCc1cccc(OC)c1OC ?
TbPYK inhibitor: -1%; Pf growth 48h: -22%; LmPK inh: 10%; Cycloheximide cs: 4; Shiga inhibitor: -6; AMA1 RON2 block: 0%; Pf growth 96h: inconclusive

How did O=C(NC1CCCCCC1)c1nnc(Cc2ccc(Cl)cc2)o1 do in these assays?
TbPYK inhibitor: 2%; Pf growth 48h: 19%; LmPK inh: 3%; Cycloheximide cs: -3; Shiga inhibitor: -13; AMA1 RON2 block: 0%; Pf growth 96h: 9%

Results for CCc1c(C)nc(SCCOc2ccc(OC(C)C)cc2)[nH]c1=O ?
TbPYK inhibitor: -1%; Pf growth 48h: -1%; LmPK inh: 0%; Cycloheximide cs: 10; Shiga inhibitor: 25; AMA1 RON2 block: 2%; Pf growth 96h: 1%

What do the screens show for `COc1ccc(CCN(C)Cc2ccc(C(=O)Nc3ccccc3)cc2)cc1OC`?
TbPYK inhibitor: -3%; Pf growth 48h: inconclusive; LmPK inh: -8%; Cycloheximide cs: 16; Shiga inhibitor: -24; AMA1 RON2 block: 0%; Pf growth 96h: inconclusive

What do the screens show for `COc1ccc(C(c2nnnn2C(C)(C)C)N2CCN(C)CC2)cc1OC` (configuration not stated)?
TbPYK inhibitor: -25%; Pf growth 48h: 20%; LmPK inh: 0%; Cycloheximide cs: -2; Shiga inhibitor: -2; AMA1 RON2 block: 16%; Pf growth 96h: 1%

Results for Cc1ccccc1C(=O)NNC(=O)c1cccn1C ?
TbPYK inhibitor: -3%; Pf growth 48h: 60%[activator]; AMA1 RON2 block: -13%; Pf growth 96h: 64%[activator]

How did CN1CC[C@@]23CCCC[C@@H]2[C@@H]1Cc1ccc(O)cc13 do in these assays?
TbPYK inhibitor: 2%&-6%; Pf growth 48h: -9%; LmPK inh: 1%; Cycloheximide cs: -1; Shiga inhibitor: -13; AMA1 RON2 block: -9%; Pf growth 96h: 14%

Results for CC(=O)c1c(C)[nH]c(C(=O)NNC(=O)COc2cc(C)cc(C)c2)c1C ?
TbPYK inhibitor: 1%; Pf growth 48h: 4%; AMA1 RON2 block: 51%[activator]; Pf growth 96h: 26%

How did CN(C)c1oc(-c2ccco2)nc1S(=O)(=O)c1ccc(Br)cc1 do in these assays?
TbPYK inhibitor: 2%; Pf growth 48h: inconclusive; AMA1 RON2 block: -10%[11.6 µM]; Pf growth 96h: inconclusive

Results for CCCn1c(SCC(=O)N2CCCCC2)nnc1-c1ccccn1 ?
Pf growth 48h: 5%; LmPK inh: -6%; Cycloheximide cs: -3; Shiga inhibitor: -5; Pf growth 96h: inconclusive

How did CC1(C)Cc2c(C#N)c(N3CCN(C(=O)c4ccco4)CC3)nc(Cc3ccccc3)c2CO1 do in these assays?
TbPYK inhibitor: 1%; Pf growth 48h: 1.7µM*; LmPK inh: 8%; Cycloheximide cs: -7; Shiga inhibitor: -17; AMA1 RON2 block: -18%; Pf growth 96h: 5%[5.75 µM]

How did Clc1ccc(N2CCN(/N=C/c3cccnc3)CC2)cc1 do in these assays?
TbPYK inhibitor: 2%; Pf growth 48h: inconclusive; LmPK inh: 8%; Cycloheximide cs: -3; Shiga inhibitor: -9; AMA1 RON2 block: -4%; Pf growth 96h: 13%

Results for Cc1ccc(C2=CC(=O)C[C@H](c3ccc(F)cc3)C2)cc1 ?
TbPYK inhibitor: 4%; Pf growth 48h: inconclusive; AMA1 RON2 block: 11%; Pf growth 96h: inconclusive

What do the screens show for `Cc1sc2ncn(CC(=O)N3CCN(c4ccccn4)CC3)c(=O)c2c1S(=O)(=O)N1CCCCC1`?
TbPYK inhibitor: -3%; Pf growth 48h: -21%; LmPK inh: 2%; Cycloheximide cs: -2; Shiga inhibitor: -12; AMA1 RON2 block: 17%; Pf growth 96h: 9%

What do the screens show for `CCC(=O)N1CC2(c3ccccc3)CN(C(=O)CC)CC(c3ccccc3)(C1)C2=O`?
TbPYK inhibitor: -6%; Pf growth 48h: -35%; LmPK inh: 0%; Cycloheximide cs: -4; Shiga inhibitor: -3; AMA1 RON2 block: -9%; Pf growth 96h: 3%

How did CCNC(=S)N1CCCCC1CO (configuration not stated) do in these assays?
TbPYK inhibitor: -6%; Pf growth 48h: 37%[activator]; LmPK inh: 0%; Cycloheximide cs: -4; Shiga inhibitor: 23; AMA1 RON2 block: -3%; Pf growth 96h: -11%

Results for O=C(/C=C/c1ccc([N+](=O)[O-])cc1)Nc1ncc([N+](=O)[O-])s1 ?
TbPYK inhibitor: -7%; Pf growth 48h: -61%; LmPK inh: -14%; Cycloheximide cs: 34*; Shiga inhibitor: 95*; AMA1 RON2 block: 3%; Pf growth 96h: 2%

Results for O=C1c2cccc(OCC(=O)N3CCCc4ccccc43)c2CCN1Cc1cccnc1 ?
TbPYK inhibitor: 7%; Pf growth 48h: inconclusive; LmPK inh: 1%[11.5 µM]; Cycloheximide cs: 9; Shiga inhibitor: 1; AMA1 RON2 block: -3%; Pf growth 96h: inconclusive

How did C/C(=N\NC(=O)c1nc2ccccn2c1C)c1cccc([N+](=O)[O-])c1 do in these assays?
TbPYK inhibitor: 4%; Pf growth 48h: inconclusive; LmPK inh: -1%; Cycloheximide cs: 12; Shiga inhibitor: -1; AMA1 RON2 block: 21%; Pf growth 96h: -51%[5.75 µM]

How did CC(=O)c1cccc(OCc2cc(C(=O)N(C)CCc3ccccn3)no2)c1 do in these assays?
TbPYK inhibitor: 0%; Pf growth 48h: -1%; LmPK inh: -4%; Cycloheximide cs: 15*; Shiga inhibitor: 37; AMA1 RON2 block: 5%; Pf growth 96h: inconclusive

Results for O=C(NCC1OCCCN1S(=O)(=O)c1cc(F)ccc1F)C(=O)NC1CCCC1 (configuration not stated) ?
TbPYK inhibitor: 0%; Pf growth 48h: -25%; LmPK inh: -6%; Cycloheximide cs: -2; Shiga inhibitor: -9; AMA1 RON2 block: 9%; Pf growth 96h: 0%

How did COC(=O)c1cnn(-c2ccc(C(=O)Nc3cccc(C(C)=O)c3)cc2)c1N do in these assays?
TbPYK inhibitor: -2%; Pf growth 48h: inconclusive; Pf growth 96h: inconclusive

How did CC(C)NC(=O)Cn1cc(C(=O)c2ccccc2)c2ccccc21 do in these assays?
TbPYK inhibitor: 3%; Pf growth 48h: 20%; LmPK inh: -5%; Cycloheximide cs: -2; Shiga inhibitor: -12; AMA1 RON2 block: 8%; Pf growth 96h: 75%[activator]

How did CCN(CC(=O)Nc1ccc(OC)cc1)C(=O)Cc1coc2cc(C)c(C)cc12 do in these assays?
TbPYK inhibitor: -12%; Pf growth 48h: inconclusive; AMA1 RON2 block: 8%[11.6 µM]; Pf growth 96h: inconclusive

Structures listed so far that contain a nitro group on carbon (two):
Results for O=C(/C=C/c1ccc([N+](=O)[O-])cc1)Nc1ncc([N+](=O)[O-])s1 ?
TbPYK inhibitor: -7%; Pf growth 48h: -61%; LmPK inh: -14%; Cycloheximide cs: 34*; Shiga inhibitor: 95*; AMA1 RON2 block: 3%; Pf growth 96h: 2%

How did C/C(=N\NC(=O)c1nc2ccccn2c1C)c1cccc([N+](=O)[O-])c1 do in these assays?
TbPYK inhibitor: 4%; Pf growth 48h: inconclusive; LmPK inh: -1%; Cycloheximide cs: 12; Shiga inhibitor: -1; AMA1 RON2 block: 21%; Pf growth 96h: -51%[5.75 µM]

Following part.
How did COc1cccc(NC(=O)N2CCN(c3nc(-c4cccc(OC)c4)cs3)CC2)c1 do in these assays?
TbPYK inhibitor: -22%; Pf growth 48h: inconclusive; LmPK inh: 2%; Cycloheximide cs: 10; Shiga inhibitor: 2; AMA1 RON2 block: -19%; Pf growth 96h: inconclusive

Results for CCCCn1c(-c2ccc(OC)cc2)nc2c(=O)n(C)c(=O)[nH]c21 ?
TbPYK inhibitor: -18%; Pf growth 48h: -12%[0.00184 µM]; LmPK inh: 3%; Cycloheximide cs: -6; Shiga inhibitor: 6; AMA1 RON2 block: 25%; Pf growth 96h: 1.7µM*

How did CN(c1ccc(OCC(=O)N2CCCC2)cc1)S(=O)(=O)c1ccc(Cl)cc1 do in these assays?
TbPYK inhibitor: 2%; Pf growth 48h: 10µM*; AMA1 RON2 block: 12%; Pf growth 96h: inconclusive

Results for Cc1ccc(S(=O)(=O)N2CCCCC2)cc1NC(=O)CN1C(=O)CN(C)C1=O ?
TbPYK inhibitor: 7%; Pf growth 48h: 2%; LmPK inh: 4%; Cycloheximide cs: -3; Shiga inhibitor: 22; AMA1 RON2 block: 33%[activator]; Pf growth 96h: inconclusive

Results for CCOC(=O)C1(CC2CC2)CCN(Cc2cnc(-c3ccccc3C)nc2)CC1 ?
TbPYK inhibitor: 1%; Pf growth 48h: 13µM*; LmPK inh: 6%; Cycloheximide cs: 6; Shiga inhibitor: 6; AMA1 RON2 block: 4%; Pf growth 96h: inconclusive

Reprinted at random: 2 entries already listed, in no set order.
Results for Cc1ccc(C2=CC(=O)C[C@H](c3ccc(F)cc3)C2)cc1 ?
TbPYK inhibitor: 4%; Pf growth 48h: inconclusive; AMA1 RON2 block: 11%; Pf growth 96h: inconclusive

Results for Cc1ccc(S(=O)(=O)N2CCCCC2)cc1NC(=O)CN1C(=O)CN(C)C1=O ?
TbPYK inhibitor: 7%; Pf growth 48h: 2%; LmPK inh: 4%; Cycloheximide cs: -3; Shiga inhibitor: 22; AMA1 RON2 block: 33%[activator]; Pf growth 96h: inconclusive
